TAAR1 antagonist: human TAAR1 antagonists, primary screen, Fluo-8 calcium fluorescence, CHO RD-HGA16 cells | antagonist | inhibition, % at 3 µM | Trace amine-associated receptor 1 (Homo sapiens), Q96RJ0 | actives 1.5% (n = 360,000) | AID 624466, 2012;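 active = inhibition above a per-plate cutoff, the mean inhibition of test compounds on that plate plus 3 SD, cut at about 49% in these data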;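 also: 0% = DMSO plus EC80 beta-PEA response and 100% = DMSO alone without agonist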
Target sequence (Q96RJ0 whole entry, looked up): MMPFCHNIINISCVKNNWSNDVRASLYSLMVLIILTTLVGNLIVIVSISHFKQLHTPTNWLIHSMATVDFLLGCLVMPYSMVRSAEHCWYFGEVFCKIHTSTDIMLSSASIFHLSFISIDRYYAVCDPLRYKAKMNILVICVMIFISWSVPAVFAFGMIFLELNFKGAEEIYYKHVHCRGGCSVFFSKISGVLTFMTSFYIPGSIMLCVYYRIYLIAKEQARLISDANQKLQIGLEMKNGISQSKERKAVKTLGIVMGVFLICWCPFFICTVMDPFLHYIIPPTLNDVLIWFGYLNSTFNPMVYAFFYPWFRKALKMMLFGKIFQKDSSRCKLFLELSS
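Assay system: CHO-derived RD-HGA16 cells stably expressing human TAAR1 plus Gα16. Timing: 140 s kinetic read after compound, 140 s after agonist. Technique: kinetic Fluo-8 calcium fluorescence measurement. Measure: % inhibition of agonist calcium response.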
TAAR1 agonist: human TAAR1 agonists, primary screen, Fluo-8 calcium fluorescence, CHO RD-HGA16 cells | activation, % at 3 µM | vehicle wells 0%, saturating PEA agonist 100% | actives 0.99% (n = 360,000) | Trace amine-associated receptor 1 (Homo sapiens), Q96RJ0;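 active = activation above the mean activation of all test compounds in the run plus 3 SD, cut at about 38% in these data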
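System: CHO-derived RD-HGA16 cells with stable Gα16 and human TAAR1. Times: 17-24 h plating, Fluo-8 75 min 37 °C, 30 min RT. Measured by: calcium-sensitive Fluo-8 signal, excitation 470-495, emission 515-575 nm. Read-out basis: % activation relative to PEA EC100 response. Control set: DMSO and PEA EC100. Repeats: no replicates (n 1).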
M1 PAM parental: nonselective calcium activators in parental CHO-K1 cells, primary screen, counter-screen for M1 PAM project, cell-based, Fluo-8 calcium fluorescence, full deck, 1536-well. ATP EC20; 0% at ATP EC20, 100% at ATP max. activation, % at 3 µM. actives 0.02% (n = 360,000). AID 602247, 2012;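 active = activation above the run cutoff, the mean activation of all test compounds plus 3 SD, cut at about 40% in these data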;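 also: peak over basal fluorescence ratio in a 140 s read after ATP addition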
CHO parental Ca: ATP-evoked calcium signal inhibitors, parental CHO, primary screen, counter-screen for OX1R antagonist project, cell-based, fluorescence, Fluo-8 calcium dye; actives 0.63% (n = 330,000); inhibition, % at 5.6 µM; parental CHO-K1, ATP-induced calcium, Fluo-8 fluorescence;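 active = inhibition above that plate's mean sample inhibition plus 3 SD, cut at about 26% in these data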;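 also: 0% = ATP-challenged DMSO wells and 100% = DMSO wells without ATP; some compounds past the cut are filed as inactive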
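material = parental CHO cells | also added = ATP as calcium-mobilizing challenge | dosing = single point at 5.6 µM | detection = intracellular calcium via Fluo-8 no-wash fluorescent dye | read-out = % inhibition | benchmarks = low control ATP plus DMSO, high control DMSO only | repeats = one well per compound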
CHRM1 agonist: human M1 muscarinic receptor agonists, primary screen, Fluo-8 calcium fluorescence, CHO-K1 cells, HTS; Muscarinic acetylcholine receptor M1 (Homo sapiens), P11229; CHO-K1 hM1, agonist mode; 0% DMSO, 100% acetylcholine EC100; activation, % at 3 µM; actives 0.33% (n = 360,000);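 active = activation above the run's mean compound activation plus 3 SD, cut at about 16% in these data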;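 also: peak over basal fluorescence ratio within a 140 s kinetic read after compound addition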
Target sequence (P11229 whole entry, looked up): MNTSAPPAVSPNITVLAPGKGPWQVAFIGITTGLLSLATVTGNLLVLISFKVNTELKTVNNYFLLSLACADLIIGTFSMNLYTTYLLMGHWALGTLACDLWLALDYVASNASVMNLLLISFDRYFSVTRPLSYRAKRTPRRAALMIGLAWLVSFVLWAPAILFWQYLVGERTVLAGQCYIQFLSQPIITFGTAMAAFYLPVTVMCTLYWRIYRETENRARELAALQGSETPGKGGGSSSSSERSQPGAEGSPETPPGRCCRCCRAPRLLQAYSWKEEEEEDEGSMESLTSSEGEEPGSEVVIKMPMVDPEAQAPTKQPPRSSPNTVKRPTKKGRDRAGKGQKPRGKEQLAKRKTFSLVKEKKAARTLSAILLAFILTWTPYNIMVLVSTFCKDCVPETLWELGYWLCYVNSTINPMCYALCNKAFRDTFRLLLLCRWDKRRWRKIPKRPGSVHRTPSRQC
CHO-K1 Ca ag: counter-screen for M1 agonists: effect in parental CHO-K1 cells; Fluo-8 calcium fluorescence; scaled to maximal ATP response, vehicle zero; activation, % at 3 µM; actives 0.48% (n = 360,000); in the data active = activation above about 15%;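 also: untransfected CHO-K1 host cells lacking M1 receptor as counterscreen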
CHRM1 antagonist: human M1 muscarinic receptor antagonists, primary screen, CHO-K1 cells, Fluo-8 calcium fluorescence, 1536-well | CHO-K1 hM1, ACh EC80 antagonist | inhibition, % at 3 µM | actives 1.3% (n = 360,000) | AID 588852, 2011;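 active = percent inhibition above its own plate's cutoff, namely the mean of that plate's compound wells plus 3 SD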;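 also: peak over basal fluorescence ratio during 140 s after agonist addition; 0% = ACh EC80 plus DMSO and 100% = DMSO alone without agonist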
CHO-K1 Ca antag: counter-screen for M1 antagonists: effect in parental CHO-K1 cells; ATP-induced calcium, Fluo-8 fluorescence; inhibition, % at 3 µM; actives 0.6% (n = 360,000);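 active = inhibition above a per-plate cutoff, the plate's mean sample inhibition plus 3 SD, cut at about 24% in these data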;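 also: 0% = DMSO plus EC80 ATP and 100% = DMSO alone without ATP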
M1 PAM: human M1 muscarinic receptor positive allosteric modulators, primary screen, CHO-K1 cells, Fluo-8 calcium fluorescence, 1536-well | Muscarinic acetylcholine receptor M1 (Homo sapiens), P11229 | CHO-K1 hM1, ACh EC20; 0% = ACh EC20, 100% = maximal ACh | AID 588819, 2011 | actives 0.088% (n = 360,000) | activation, % at 3 µM; in the data active = activation above about 19%, passing the limit was not always enough
Numbers without * were called inactive; . = not tested or not shown. Hits appear at their usual frequency. Share with any hit: about 4.4%.

Results follow in this order: TAAR1 antagonist, TAAR1 agonist, M1 PAM parental, CHO parental Ca, CHRM1 agonist, CHO-K1 Ca ag, CHRM1 antagonist, CHO-K1 Ca antag, M1 PAM
> CCCn1cc(CN2CCCC(C(=O)c3ccc4c(c3)OCO4)C2)c(C)n1 (stereo not given)
 : 7, 1, 8, -25, -5, 3.9, 65*, -9, -24
> O=C(Nc1ccccn1)C1CCN(S(=O)(=O)c2ccc(Cl)cc2)CC1
 : -3, 1, 22, 0, 0, 2.2, -18, -11, 14
> CCn1c(SCC(=O)Nc2nc3ccc(OC)cc3s2)nnc1-c1ccoc1C
 : 32, 8, 17, -11, -1, 1.2, 2, -9, -2
> COc1c(F)c(F)c(C(=O)Nc2ccc(N3CCN(C(C)=O)CC3)c(Cl)c2)c(F)c1F
 : 23, 5, -3, -10, -5, 2.8, 5, 10, -3
> CCCCNC(=O)COC(=O)c1cc(C)oc1C
 : -8, 8, -15, -5, -3, 0.4, 1, 10, 7
> O=C(/C=C/CCc1ccc2c(c1)OCO2)N1CCCCC1
 : -24, 6, -9, 0, -14, -0.1, -6, 1, -3
> CCCCOc1ccc(C(=O)NCC(=O)N(C)Cc2nc3ccccc3c(=O)[nH]2)cc1
 : -1, 1, 3, -20, -8, -0.1, -7, -11, 2
> O=C(O)C1CCN(C(=O)c2ccco2)CC1
 : 3, 11, 16, -5, -1, 0.7, -5, -5, 21
> COc1ccc(CC(=O)Nc2ccc(OC)c(NC(=O)c3ccco3)c2)cc1
 : -5, 12, 16, -6, -3, -0.9, -13, -5, 9
> Cc1ccc(OC(=O)c2cccc(S(=O)(=O)N3CCN(C)CC3)c2)c(Br)c1
 : -10, 1, 15, -8, 4, 4.2, -17, -2, 7
> CCc1ccc2nc(N=C(N)N)nc(C)c2c1
 : 5, 0, -11, -10, -8, -0.1, -12, -12, 4
> COc1cc(CNc2ccc3[nH]c(=O)[nH]c3c2)cc(Br)c1OCc1ccccc1F
 : 5, 1, 23, ., 2, 0.8, -3, -9, 6
> COc1ccc(N2CC(NC(=O)NC(C)(C)C)CC2=O)cc1 (stereo not given)
 : -20, 0, -6, 6, -7, -0.2, -5, 10, 3
> CCOC(=O)c1ccc(NC(=O)Cn2ccc([N+](=O)[O-])n2)cc1
 : -24, 0, 12, -10, -6, 0.8, 1, -6, -2
> C/C(Cc1ccccc1)=N\NC(=O)c1ccccn1
 : -2, 5, -3, ., -2, 0.5, 5, 5, -1
> O=C1Nc2cc(C(=O)NCCCN3CCCC3)ccc2S/C1=C/c1cccc(Cl)c1
 : -9, 4, -2, ., -10, -0.1, -6, -5, -3
> Cc1cccc(NC(=O)c2ccc(-n3cccn3)c([N+](=O)[O-])c2)c1
 : 0, 0, 14, -9, -4, 0.0, -1, 0, 3
> Cc1ccc(NC(=O)CN2CCOCC2)cc1
 : -24, 6, 0, 8, 1, 0.7, -8, -7, 4
> CCCC[C@@H]1CC2=C(C(=O)OC(C)(C)O2)[C@@H](c2ccc(Cl)cc2)O1
 : -16, 1, 0, ., ., -0.5, ., -17, .
> CS(=O)(=O)N(CC(=O)NC1CCCC1)c1cccc(F)c1
 : 1, 1, 0, -6, 1, 0.2, 0, -7, 8
> COc1ccc(CCNC(=O)Cn2c(=O)cnc3ccccc32)cc1
 : 1, 5, 12, 2, -3, 0.1, -6, 0, 4
> CCOC(=O)c1[nH]c2ccc(OCC)cc2c1NC(=O)CN1CCN(c2ccccn2)CC1
 : 33, 9, -8, -26, 1, 0.3, -19, 11, 4
> O=C(CSc1nnc(-c2ccncc2)o1)N1CCCCCC1
 : 7, -1, -9, ., -2, 0.4, 21, -13, -5
> COc1cc(/C=C/C(=O)OCC(=O)N2CC(=O)Nc3ccccc32)ccc1O
 : -8, 8, 3, -6, -1, 2.4, 0, -9, -2
> Cc1cccc(C)c1OC(=O)CN(c1ccc(Cl)cc1)S(C)(=O)=O
 : 10, 9, 4, -16, -1, 0.2, 1, -10, 0
> O=S(=O)(c1ccc2c(c1)CCN2)N1CCOCC1
 : -7, 3, 13, -3, -2, 0.7, -11, -13, 6
> COc1ccccc1/C=C/CN1CC(C)OC(C)C1 (stereo not given)
 : 5, 5, 4, -10, -4, 0.1, -1, -15, 3
> CC(=O)Nc1nc(N(C)C)nc(N(C)C)n1
 : 22, 4, 8, -4, -4, 0.4, -4, -6, 4
> CCCCNc1c(C(=O)OCC)c(C)nc2c1cnn2CC
 : -7, -2, 18, -26, -3, 2.4, -28, 2, 9
> CC(C)C(=O)Nc1ccc(NC(=O)c2ccc([N+](=O)[O-])cc2Cl)cc1
 : 19, -1, 2, -6, -4, 0.4, -7, -2, 5
> O=C(CN1C(=O)c2ccccc2C1=O)NCC1CCCO1 (stereo not given)
 : 5, 9, 9, -11, -1, -0.1, 1, -7, 4
> CN1CCN(c2ccccc2NC(=O)COc2ccc(Br)cc2)CC1
 : -4, 8, -2, -34, -6, 3.0, 12, 14, -10
> COc1cnc(SCc2ccc(Cl)cc2)nc1Cl
 : 1, 2, 21, -18, -6, 0.4, 11, -9, -9
> O=C(Nc1cccc(-c2nc3ncccc3o2)c1)c1sc2cc(Cl)ccc2c1Cl
 : 5, 6, 15, -12, 2, 1.1, -19, -22, 13
> CCOC(=O)C1CCN(C(=O)COc2ccc(S(=O)(=O)NC(C)(C)C)cc2)CC1
 : 0, 13, 14, -9, 1, 0.4, -19, -4, 9
> O=S(=O)(NCc1ccc(Cl)cc1)NCc1ccc(Cl)cc1
 : -1, -1, -5, 9, -4, 0.0, 1, 0, 11
> CC1(C)CC(=O)C(CS(=O)(=O)c2ccccc2)=C(O)C1
 : -19, 2, 1, -9, 0, 0.2, -10, -7, 7
> CCC(C)(C)NC(=O)C(c1cccn1C)N(Cc1ccc(C)cc1)C(=O)Cn1nnc2ccccc21 (stereo not given)
 : -12, -1, 14, -15, -1, 2.1, -11, -7, 9
> Cc1c(NC(=O)C(C)N2C(=O)C3CCCCC3C2=O)c(=O)n(-c2ccccc2)n1C (stereo not given)
 : -12, 4, 12, -2, -5, 1.9, -6, -15, 7
> COc1cccc(NC(=O)CN2CCN(CC(=O)Nc3ccccc3Cl)CC2)c1
 : -12, 10, -7, -22, 0, 1.8, -3, -6, 10
> O=C(Nc1nnc(C2CC2)s1)c1n[nH]c(=O)c2ccccc12
 : -37, 2, 14, -18, -1, 0.5, -36, -13, 10
> COc1ccc(-c2cc(=O)oc3cc(OCC(=O)Nc4ccccn4)ccc23)cc1
 : 8, 2, 8, -15, -1, 1.9, -6, -1, 5
> CCN(CCn1cccn1)C(=O)c1ccc(OC2CCN(C(=O)CCOC)CC2)cc1
 : -21, 2, -8, ., -3, 0.4, 4, -3, -2
> CCC(=O)N1Cc2cc(C(=O)NCc3cccc(F)c3)nc(-c3cccc(C4=CCCC4)c3)c2[C@H]1CCO
 : -2, 0, -3, ., ., 0.7, ., -1, .
> O=C(O)c1ccc(NC(=O)c2cccc(N3C(=O)C4C5CCC(C5)C4C3=O)c2)cc1 (stereo not given)
 : -9, 1, 22, 5, -6, 2.6, -5, -12, 8
> O=C(O)c1cccc(CN2C(=O)S/C(=C/c3ccccc3[N+](=O)[O-])C2=O)c1
 : -40, 13, 12, 16, -1, -0.4, -19, -10, 6
> COc1ccc2c(c1)c(CC(=O)Nc1ccc(C(C)=O)cc1)c(C)n2C(=O)c1ccc(Cl)cc1
 : 2, 0, 17, -3, -4, 0.7, 6, -5, -5
> Cc1ccc(C(=O)N(Cc2ccco2)c2c(N)n(Cc3ccccc3)c(=O)[nH]c2=O)cc1
 : -19, 6, 6, ., -2, 2.0, -10, 4, 2

9 successive entries already listed:
Results follow in this order: TAAR1 antagonist, TAAR1 agonist, M1 PAM parental, CHO parental Ca, CHRM1 agonist, CHO-K1 Ca ag, CHRM1 antagonist, CHO-K1 Ca antag, M1 PAM
> COc1cccc(NC(=O)CN2CCN(CC(=O)Nc3ccccc3Cl)CC2)c1
 : -12, 10, -7, -22, 0, 1.8, -3, -6, 10
> O=C(Nc1nnc(C2CC2)s1)c1n[nH]c(=O)c2ccccc12
 : -37, 2, 14, -18, -1, 0.5, -36, -13, 10
> COc1ccc(-c2cc(=O)oc3cc(OCC(=O)Nc4ccccn4)ccc23)cc1
 : 8, 2, 8, -15, -1, 1.9, -6, -1, 5
> CCN(CCn1cccn1)C(=O)c1ccc(OC2CCN(C(=O)CCOC)CC2)cc1
 : -21, 2, -8, ., -3, 0.4, 4, -3, -2
> CCC(=O)N1Cc2cc(C(=O)NCc3cccc(F)c3)nc(-c3cccc(C4=CCCC4)c3)c2[C@H]1CCO
 : -2, 0, -3, ., ., 0.7, ., -1, .
> O=C(O)c1ccc(NC(=O)c2cccc(N3C(=O)C4C5CCC(C5)C4C3=O)c2)cc1 (stereo not given)
 : -9, 1, 22, 5, -6, 2.6, -5, -12, 8
> O=C(O)c1cccc(CN2C(=O)S/C(=C/c3ccccc3[N+](=O)[O-])C2=O)c1
 : -40, 13, 12, 16, -1, -0.4, -19, -10, 6
> COc1ccc2c(c1)c(CC(=O)Nc1ccc(C(C)=O)cc1)c(C)n2C(=O)c1ccc(Cl)cc1
 : 2, 0, 17, -3, -4, 0.7, 6, -5, -5
> Cc1ccc(C(=O)N(Cc2ccco2)c2c(N)n(Cc3ccccc3)c(=O)[nH]c2=O)cc1
 : -19, 6, 6, ., -2, 2.0, -10, 4, 2
